Screening results deposited in PubChem BioAssay by several laboratories.
CHRM5 agonist – human M5 muscarinic receptor agonists, primary screen, CHO-K1 cells, Fluo-8 calcium fluorescence; CHO-K1 hM5 cells; 0% DMSO wells, 100% maximal acetylcholine response; AID 624037, 2012; Muscarinic acetylcholine receptor M5 (Homo sapiens), P08912; activation, % at 3 µM; actives 0.19% (n = 360,000);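 active means activation above the run's mean over test compounds plus 3 SD, cut at about 23% in these data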;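 further: signal is peak over basal fluorescence ratio across the kinetic read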
CHRM4 agonist – human M4 muscarinic receptor agonists, primary screen, CHO-K1 cells, Fluo-8 calcium fluorescence. CHO-K1 hM4/Gqi5; vehicle 0%, full acetylcholine response 100%. actives 0.14% (n = 360,000). activation, % at 3 µM. Muscarinic acetylcholine receptor M4 (Homo sapiens), P08173;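 active means activation above the run mean over all test wells plus 3 SD, cut at about 32% in these data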;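 further: peak over basal fluorescence ratio per well then scaled between controls; 0% = DMSO wells and 100% = acetylcholine at EC100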
CHRM5 antagonist – human M5 muscarinic receptor antagonists, primary screen, CHO cells, Fluo-8 calcium fluorescence | Muscarinic acetylcholine receptor M5 (Homo sapiens), P08912 | CHO-hM5 cells, ACh EC80 | inhibition, % at 3 µM | actives 0.59% (n = 360,000) | AID 624040, 2012;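 active means inhibition above a per-plate cutoff, the mean of that plate's test compounds plus 3 SD, cut at about 27% in these data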;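 further: 0% = acetylcholine EC80 with DMSO and 100% = DMSO without agonist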
IDE cell inh – human IDE inhibitors in live cells, primary screen, fluorescence polarization, HEK cells, FAbetaB substrate. Insulin-degrading enzyme (Homo sapiens), P14735. FAbetaB cleavage. inhibition, % at 5.59 µM. actives 0.41% (n = 320,000);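 active means percent inhibition above the average of all tested compounds plus 3 SD, set per screening campaign, cut at about 16% in these data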;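 further: IDE supplied by intact live HEK cells; FP after avidin binding of uncleaved biotin substrate so inhibition keeps polarization high; 0% = DMSO wells and 100% = 60 µM reference IDE inhibitor Ii1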
Target sequence (P14735 whole entry, looked up): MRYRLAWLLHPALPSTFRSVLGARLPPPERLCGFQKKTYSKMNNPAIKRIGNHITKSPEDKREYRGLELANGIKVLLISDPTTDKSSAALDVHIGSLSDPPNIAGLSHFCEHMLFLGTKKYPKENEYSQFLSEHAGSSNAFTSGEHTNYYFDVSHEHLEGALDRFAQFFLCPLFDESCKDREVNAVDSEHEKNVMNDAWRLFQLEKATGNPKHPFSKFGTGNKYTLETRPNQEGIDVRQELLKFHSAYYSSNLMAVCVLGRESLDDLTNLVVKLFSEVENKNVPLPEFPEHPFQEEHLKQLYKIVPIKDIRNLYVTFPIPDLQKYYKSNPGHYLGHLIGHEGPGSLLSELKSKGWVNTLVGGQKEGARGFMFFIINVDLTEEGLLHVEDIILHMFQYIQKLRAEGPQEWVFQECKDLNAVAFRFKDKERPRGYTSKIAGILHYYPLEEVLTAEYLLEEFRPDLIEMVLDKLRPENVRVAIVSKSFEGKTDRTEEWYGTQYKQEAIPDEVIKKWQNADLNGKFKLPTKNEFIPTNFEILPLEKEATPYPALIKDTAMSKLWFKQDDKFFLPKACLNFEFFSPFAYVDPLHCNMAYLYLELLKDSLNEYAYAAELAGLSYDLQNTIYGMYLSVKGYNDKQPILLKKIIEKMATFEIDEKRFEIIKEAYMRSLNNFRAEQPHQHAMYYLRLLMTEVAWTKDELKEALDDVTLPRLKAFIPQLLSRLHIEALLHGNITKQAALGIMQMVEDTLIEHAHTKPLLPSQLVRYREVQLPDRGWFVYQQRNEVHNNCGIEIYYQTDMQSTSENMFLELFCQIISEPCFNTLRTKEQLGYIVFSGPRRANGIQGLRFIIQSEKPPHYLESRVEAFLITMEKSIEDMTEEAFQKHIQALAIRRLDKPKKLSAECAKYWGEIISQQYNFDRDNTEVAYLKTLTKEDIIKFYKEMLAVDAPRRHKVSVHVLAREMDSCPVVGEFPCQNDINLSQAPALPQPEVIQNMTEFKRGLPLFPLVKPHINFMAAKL
M4 PAM – human M4 muscarinic receptor positive allosteric modulators, primary screen, CHO-K1 cells, Fluo-8 calcium fluorescence; AID 624126, 2012; activation, % at 3 µM; Muscarinic acetylcholine receptor M4 (Homo sapiens), P08173; actives 0.4% (n = 360,000); CHO-K1 hM4/Gqi5, ACh EC20; 0% = ACh EC20, 100% = maximal ACh;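 active means activation above its plate's cutoff, the mean activation of sample wells plus 3 SD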; further: some results filed as inactive read as strong as hits
CRFBP-R2 agonist – agonists of CRF-BP/CRF-R2 complex, primary screen, cell-based, HEK293, calcium dye fluorescence, uHTS. activation, % at 13.2 µM. calcium dye fluorescence (FLIPR); percent of saturating CRF peptide response. actives 0.46% (n = 350,000). CRF-binding protein / CRF receptor 2 complex (human);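 active means activation of at least 50%, plus an integration ratio under a set limit after plate pattern correction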;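 further: plate controls were neutral control wells without compound for no effect and CRF at EC100 for full effect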
CHRM4 antagonist – human M4 muscarinic receptor antagonists, primary screen, CHO cells, Fluo-8 calcium fluorescence; CHO-hM4 cells, ACh EC80; inhibition, % at 3 µM; actives 0.73% (n = 360,000); Muscarinic acetylcholine receptor M4 (Homo sapiens), P08173;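 active means inhibition above its plate's cutoff, the mean inhibition of sample wells plus 3 SD, cut at about 27% in these data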;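 further: 0% = acetylcholine EC80 with DMSO and 100% = DMSO without agonist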
CRFR2-BP antag – antagonists of CRF-BP/CRF-R2 complex, primary screen, cell-based, HEK293, calcium dye fluorescence, uHTS; CRF-induced calcium fluorescence; inhibition, % at 11.8 µM; actives 0.59% (n = 350,000); AID 588475, 2011;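 active means inhibition of the ligand-induced calcium signal above about 50% at the single tested concentration, limit read from the data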
M5 PAM – human M5 muscarinic receptor positive allosteric modulators, primary screen, CHO-K1 cells, Fluo-8 calcium fluorescence | Muscarinic acetylcholine receptor M5 (Homo sapiens), P08912 | CHO-K1 hM5, ACh EC20 PAM; 0% = ACh EC20, 100% = ACh EC100 | activation, % at 3 µM | actives 0.3% (n = 360,000) | AID 624038, 2012;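 active means activation above the run cutoff, the mean activation of all test compounds plus 3 SD, cut at about 18% in these data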
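system = human M5 receptor in CHO-K1 cells | reagent = EC20 acetylcholine as agonist stimulus | compound dosing = single-point, 3 µM nominal | incubation = Fluo-8 loading 80 min at 37 °C plus 30 min room temperature | detection = Fluo-8 calcium dye fluorescence, kinetic read | benchmarks = low control EC20 acetylcholine (0%), high control EC100 acetylcholine (100%)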
Starred values were filed as active, the others as inactive; · = not tested or not shown.

SMILES	CHRM5 agonist	CHRM4 agonist	CHRM5 antagonist	IDE cell inh	M4 PAM	CRFBP-R2 agonist	CHRM4 antagonist	CRFR2-BP antag	M5 PAM
CCOc1cc(C(C(=O)NCC2CCCO2)N(C(=O)Cn2nnc3ccccc32)c2ccc(OC)c(OC)c2)ccc1O (configuration not stated)	-5	0	8	7	5	1.5	-26	-5	-2
CN1CCN(c2ncnc3c2ncn3[C@H]2CN(Cc3ccco3)C[C@@H](CO)O2)CC1	1	1	14	·	3	·	-4	·	7
CC1(C)Cc2c(cnn2-c2ccc(F)cc2)C(NC(=O)C(C)(C)O)C1 (configuration not stated)	0	0	-4	0	0	-0.9	3	-2	6
C#CCOc1ccc(C2C3=C(CCCC3=O)N(CC(=O)O)C3=C2C(=O)CCC3)cc1Br	-1	0	-4	0	0	0.8	-8	-6	6
Cc1ccc(OCC(=O)N(C)Cc2ccccc2)c([N+](=O)[O-])n1	1	0	-5	7	4	-2.5	-9	9	-2
COc1cccc(NC(=O)C(c2ccccc2)N2CCNC(=O)C2)c1 (configuration not stated)	0	1	8	0	-4	·	-3	·	1
COc1cc2c(cc1NC(=O)c1ccco1)CCCC2	-6	-1	-8	0	16	-1.1	-26	8	-1
CC1CCN(CC(=O)n2c3c(c4ccccc42)CCCC3)CC1	1	-1	-8	-2	9	0.2	-2	-34	10
CC(C)(C)c1ccc(OCCC(=O)Nc2cccc(S(=O)(=O)N3CCCC3)c2)cc1	4	3	14	10	10	4.6	-8	9	-13
Cc1cc(=O)[nH]c(SCC(=O)Nc2ccc(Cl)cn2)n1	3	0	-16	3	0	0.5	-4	2	8
CCOC(=O)C1CCN(c2ccc(C(N)=O)cc2[N+](=O)[O-])CC1	4	7	10	-1	-5	-0.2	5	-7	-6
COCCNC(=O)c1ccc(CS(=O)(=O)c2ccc(OC)cc2)o1	2	0	3	5	-5	1.8	-1	4	-4
COc1cc(S(=O)(=O)NCc2ccncc2)ccc1Br	2	12	35*	4	-3	1.5	-4	-4	-16
O=C(c1cc(-c2cccc(O)c2)on1)N1CCN(C(c2ccccc2)c2ccccc2)CC1	-4	1	2	0	8	-1.3	-21	-38	1
CCOC(=O)N1CCC(N(CCN(C)C)C(=S)Nc2ccccc2Cl)CC1	-2	1	2	-1	0	1.6	-5	-15	10

Laid out differently: results already given.
| structure | CHRM5 agonist | CHRM4 agonist | CHRM5 antagonist | IDE cell inh | M4 PAM | CRFBP-R2 agonist | CHRM4 antagonist | CRFR2-BP antag | M5 PAM |
| --- | --- | --- | --- | --- | --- | --- | --- | --- | --- |
| CC1(C)Cc2c(cnn2-c2ccc(F)cc2)C(NC(=O)C(C)(C)O)C1 (configuration not stated) | 0 | 0 | -4 | 0 | 0 | -0.9 | 3 | -2 | 6 |
| C#CCOc1ccc(C2C3=C(CCCC3=O)N(CC(=O)O)C3=C2C(=O)CCC3)cc1Br | -1 | 0 | -4 | 0 | 0 | 0.8 | -8 | -6 | 6 |
| Cc1ccc(OCC(=O)N(C)Cc2ccccc2)c([N+](=O)[O-])n1 | 1 | 0 | -5 | 7 | 4 | -2.5 | -9 | 9 | -2 |

More compounds:
SMILES	CHRM5 agonist	CHRM4 agonist	CHRM5 antagonist	IDE cell inh	M4 PAM	CRFBP-R2 agonist	CHRM4 antagonist	CRFR2-BP antag	M5 PAM
CCOC(=O)C1CCCN(C(=O)c2cc3cc(OC)c(OC)cc3[nH]2)C1 (configuration not stated)	-3	1	6	·	-5	-0.6	3	-2	5
Cc1c(Cl)cccc1NC(=O)C1CC2CCC1C2 (configuration not stated)	-3	-1	16	3	-5	1.2	-1	-22	-1
Cc1cccc(C)c1-n1c(SCC(=O)Nc2ccc(C(=O)O)cc2)nnc1-c1cccc(S(=O)(=O)N(C)C)c1	-1	1	5	7	-5	0.8	4	3	-5
OCC1CCCCN1C(=S)Nc1ccc(Cl)cc1Cl (configuration not stated)	-2	1	10	2	-2	-2.9	8	6	-1
O=C(N1CCOCC1)N1CCN(c2nc(-c3ccccc3)cs2)CC1	2	7	12	·	-5	-5.4	-8	15	-8
O=C(Nc1ccccc1)C1CCCN1S(=O)(=O)c1ccc(Br)cc1 (configuration not stated)	-2	1	0	0	2	-2.0	-7	-12	5
CCOC(=O)CC(NC(=O)c1cccs1)c1ccc(C)cc1 (configuration not stated)	-4	1	1	1	-2	-1.7	1	8	1
O=C(COc1ccccc1Cl)OCC(=O)N1CCN(S(=O)(=O)c2ccccc2)CC1	-7	3	-2	1	7	-0.6	-7	-17	-1
COc1ccc(CNC(=O)C2CCCN(S(=O)(=O)c3ccc4c(c3)CCCN4C(C)=O)C2)cc1 (configuration not stated)	1	9	7	-5	-3	-0.7	-6	-7	-4
CSc1ccc(/C=N/NC(=O)C[n+]2ccccc2)cc1	-7	-1	11	-5	3	0.5	6	2	6
O=C(Nc1nc2ccc(Oc3ccccc3)cc2s1)c1cc([N+](=O)[O-])ccc1N1CCOCC1	-2	0	-3	4	7	3.0	0	-18	2
COc1cc(NC(=O)CCS(=O)(=O)c2ccc3c(c2)oc(=O)n3C)cc(OC)c1	-3	1	-7	-1	3	-0.3	0	-5	2
O=C(COC(=O)CCc1ccc(S(=O)(=O)N2CCOCC2)cc1)NCc1ccccc1	5	5	4	8	-9	23	4	3	-7
CN(c1ccc(C(=O)NCCSCc2ccccc2)cc1)S(=O)(=O)c1ccccc1	0	1	5	2	-11	-0.5	3	-7	-6
CC(=O)N1CCC(C(=O)Nc2cc(S(=O)(=O)N3CCCCC3)ccc2C)CC1	0	0	1	·	5	1.2	4	-7	4

Arranged by number of heavy atoms (ascending): some entries from above
SMILES	CHRM5 agonist	CHRM4 agonist	CHRM5 antagonist	IDE cell inh	M4 PAM	CRFBP-R2 agonist	CHRM4 antagonist	CRFR2-BP antag	M5 PAM
CCOC(=O)C1CCCN(C(=O)c2cc3cc(OC)c(OC)cc3[nH]2)C1 (configuration not stated)	-3	1	6	·	-5	-0.6	3	-2	5
CN(c1ccc(C(=O)NCCSCc2ccccc2)cc1)S(=O)(=O)c1ccccc1	0	1	5	2	-11	-0.5	3	-7	-6
O=C(COC(=O)CCc1ccc(S(=O)(=O)N2CCOCC2)cc1)NCc1ccccc1	5	5	4	8	-9	23	4	3	-7

Further records.
SMILES	CHRM5 agonist	CHRM4 agonist	CHRM5 antagonist	IDE cell inh	M4 PAM	CRFBP-R2 agonist	CHRM4 antagonist	CRFR2-BP antag	M5 PAM
COCc1[nH][nH]c(=O)c1C=Nc1ccccc1	-1	1	12	0	-2	1.5	0	-7	-2
COc1ccc(-c2csc(NC(=O)C3CC(=O)N(Cc4ccccc4)C3)n2)cc1OC (configuration not stated)	3	17	6	-1	-11	-0.7	0	-12	-13
O=C(NCCc1ccccc1)C1CCN(S(=O)(=O)c2cccc3nsnc23)CC1	-4	3	-2	0	2	-1.2	2	-4	-13
N#CC1=C(N)n2c(s/c(=C\c3cccs3)c2=O)=C(C#N)C1c1cccs1 (configuration not stated)	8	7	4	3	-8	14	5	-27	-8
Cn1c(=O)c2c(nc(N/N=C/c3cccs3)n2Cc2ccccc2)n(C)c1=O	-1	1	3	-2	3	1.1	4	13	-1
Cc1nc(Cl)sc1C(=O)Nc1cccc(Cl)c1	-4	2	10	2	-4	0.5	4	-3	0
COc1ccc(C2CC(=O)c3cnc(N4CCN(Cc5ccccc5)CC4)nc3C2)cc1 (configuration not stated)	-4	1	13	5	5	3.2	-1	7	4
CN1CCN(C(=O)c2ccccc2[N+](=O)[O-])CC1	-18	0	2	0	-4	-0.5	-12	7	6
Cc1ccc(N2CCN(CCCN3C(=O)C4CCCN4C3=O)CC2)cc1 (configuration not stated)	0	0	6	-3	2	-1.5	1	1	-2
Cc1[nH]c2ccccc2c1CN1CCC(Cc2ccccc2)CC1	4	28	-7	5	-15	11	-4	-33	5
O=C(NCc1cccnc1)C1CCN(S(=O)(=O)c2cccs2)CC1	-3	0	-6	-3	-2	1.4	12	7	8
Nc1[nH]n(-c2ccccc2)c(=O)c1N=Nc1ccc2c(c1)OCO2	5	1	6	-1	-9	-2.9	1	20	-3
CCN(CC)S(=O)(=O)c1ccc(NC(=O)c2cc(-c3ccccc3)nc3ccccc23)cc1	1	1	-6	2	-1	5.4	-7	-7	3
COc1cccc(NC(=O)CSCc2nc3sc(C)c(C)c3c(=O)[nH]2)c1	1	1	5	·	3	0.8	-6	-3	-2
CN1C[C@@H]2[C@@H]3C(=O)N(Cc4ccccc4)C(=O)[C@@H]3[C@](Cc3ccccc3)(C1=O)N2C(=O)c1ccc(Cl)cc1	3	6	9	·	-2	0.6	2	-4	-5
COc1cc(OC)c(OC)cc1CN1CCc2ccccc2C1	1	0	4	6	3	-0.6	4	9	-4
Cc1c(C(=O)NCc2n[nH]c(=S)n2-c2ccc(F)cc2)cccc1[N+](=O)[O-]	0	0	4	-4	-3	-1.1	3	-2	15
CCCOc1ccc(C(=O)NCCC(=O)NCCCC(=O)OCC)cc1	0	0	2	-1	5	0.0	-2	-12	1
Cc1nc(NC(=O)C2CC2)sc1C(=O)N(C)C	1	0	0	2	-8	0.7	4	3	-1
COCCNc1ncnc2c1ncn2[C@H]1CN(Cc2ccc(OC)cc2)C[C@@H](CO)O1	1	1	-13	·	16*	·	-16	·	-4
Cc1cc2nnc(SCC(=O)Nc3ccc(Cl)cc3)n2c(N)n1	-1	1	1	0	2	-2.4	6	4	5
COC(=O)c1sc2nc(SCc3cccc(Cl)c3)n(N)c(=O)c2c1C	0	2	-4	-2	0	-1.0	-1	-30	0
COc1ccc(-c2ccnc(-c3ccc(OCCCF)cc3)n2)cc1	-7	-1	-9	2	4	5.5	-6	-8	-2
O=S(=O)(/N=C(/c1ccccc1)N1CCCCCC1)c1ccccc1	6	1	-3	5	7	-0.8	-10	-3	8
CC(C)NC(=O)C1C(c2ccc(C(F)(F)F)cc2)=Nc2ccccc2N1C(=O)c1cccc2ccccc12 (configuration not stated)	-3	1	8	·	-4	·	-14	·	-12
CC(C)(CC(=O)O)CC(=O)NNc1ncccc1C#N	0	2	10	9	4	0.3	8	-4	-2
COc1cc(NC(=O)CSc2nc(=O)n(CCN3CCOCC3)c3c2CCC3)cc(OC)c1	1	-1	4	1	1	0.2	5	2	2
